NR1D1 modulator: modulators of human Rev-erb alpha DNA binding; P20393; Rev-erbα–FITC-DNA binding, fluorescence polarization, 90 min; activity, % at 10 µM; 370,000 tested, 0.79% active; AID 1259318;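 active = activity above about 14%, limit read from the data; passing the limit was not always enough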;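 note: 0% = DMSO wells with 35 nM protein and 100% = DMSO wells with 750 nM protein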
DAX1 inh-1: inhibitors of human orphan nuclear receptor DAX1 (NR0B1); P51843; HEK293 Gal4-DAX1 luciferase reporter, luminescence; inhibition, % at 6.75 µM; 340,000 tested, 0.99% active; AID 504766;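 active = inhibition above the mean over all tested compounds plus 3 SD, cut at about 4.2% in these data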;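 note: 0% = DAX1-transfected cells with DMSO and 100% = empty-vector control cells with DMSO; inhibition shows as a rise in luminescence from relieved DAX1 repression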
MBD2 DNA inh: MBD2-methylated oligo binding inhibition. 370,000 tested, 0.31% active. Q9UBB5. inhibition, % at 4.4 µM. TR-FRET, MBD2 binding to methylated oligonucleotide. AID 686964; in the data active = inhibition above about 13%
Target sequence (Q9UBB5 whole entry, looked up): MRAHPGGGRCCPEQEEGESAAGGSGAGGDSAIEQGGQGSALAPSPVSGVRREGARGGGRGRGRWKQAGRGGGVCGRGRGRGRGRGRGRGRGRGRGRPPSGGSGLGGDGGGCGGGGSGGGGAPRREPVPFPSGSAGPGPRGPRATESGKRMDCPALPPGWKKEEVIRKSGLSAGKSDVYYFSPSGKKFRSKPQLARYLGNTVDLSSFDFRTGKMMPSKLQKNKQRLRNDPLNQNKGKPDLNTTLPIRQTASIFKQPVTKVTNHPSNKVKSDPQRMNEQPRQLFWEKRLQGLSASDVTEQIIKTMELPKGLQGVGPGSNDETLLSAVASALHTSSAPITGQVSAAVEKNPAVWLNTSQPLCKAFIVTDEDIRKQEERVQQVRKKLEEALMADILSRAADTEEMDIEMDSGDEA
hgDAF12 agonist: activates the H. glycines DAF-12 receptor ligand-binding domain. 370,000 tested, 1.8% active. HEK293 GAL4-hgDAF12 UAS-luciferase reporter, agonist luminescence; normalized to butyrate control. activation, % at 6.8 µM;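 active = activation above a cutoff set at the mean of all screened compounds plus 3 SD, cut at about 10% in these data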;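 note: 0% = DMSO wells and 100% = sodium butyrate wells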
PLC-gamma1 inh: PLC-gamma1 (human) inhibition, primary screen; purified PLC-gamma1, fluorogenic substrate, fluorescence; inhibition, % at 12.2 µM; 370,000 tested, 0.84% active; in the data active = inhibition above about 9.5%
hcDAF12 agonist: H. contortus DAF-12 activation, primary screen. 370,000 tested, 1.4% active. AID 652067. HEK293 hcDAF-12 lit1-tk-luc reporter, luminescence; 0% DMSO, 100% Δ7-dafachronic acid. activation, % at 6.8 µM;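 active = activation above the mean of all tested compounds plus 3 SD, cut at about 5.5% in these data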;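 note: 100% = response to 3 µM Δ7-dafachronic acid high control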
ssDAF-12 act: activates DAF-12 receptor from parasite S. stercoralis; 370,000 tested, 1% active; activation, % at 6.8 µM; AID 652126; HEK293 ssDAF-12/GRIP1 lit1-tk-luc reporter, luminescence; % of 3 µM dafachronic acid response;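 active = activation above the mean over all tested compounds plus 3 SD, cut at about 0.9% in these data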;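 note: 0% = DMSO-only wells and 100% = 3 µM delta7-dafachronic acid wells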
PLC-beta3 inh: blocks human PLC-beta3 enzyme activity; Q01970; inhibition, % at 12.2 µM; Purified PLC-beta3, fluorogenic substrate, fluorescence; 370,000 tested, 0.18% active; in the data active = inhibition above about 11%;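 note: 0% = median of compound wells on plate and 100% = full blocker control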
DAX1 inh-2: blocks DAX1 repression of SF-1 activated StAR promoter | HEK293T StAR-luciferase reporter, SF-1/DAX-1 repression relief | inhibition, % at 6.8 µM | 370,000 tested, 1.1% active | AID 652010;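 active = inhibition above the mean over all tested compounds plus 3 SD, cut at about 3.6% in these data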;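 note: 0% = DAX-1 cells with DMSO and 100% = cells lacking DAX-1 with DMSO; higher inhibition means more luminescence from relief of DAX-1 repression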
ADAM17 inh: inhibitors of human ADAM17; inhibition, % at 6.95 µM; 370,000 tested, 0.83% active; P78536; AID 720648; recombinant ADAM17, EDANS/DABCYL FRET peptide cleavage;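 active = inhibition above the mean of compounds lying between control limits plus 3 SD, set per campaign, cut at about 8.5% in these data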;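 note: 0% = DMSO-only wells as the low control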
Target sequence (P78536 215-824 limits assumed): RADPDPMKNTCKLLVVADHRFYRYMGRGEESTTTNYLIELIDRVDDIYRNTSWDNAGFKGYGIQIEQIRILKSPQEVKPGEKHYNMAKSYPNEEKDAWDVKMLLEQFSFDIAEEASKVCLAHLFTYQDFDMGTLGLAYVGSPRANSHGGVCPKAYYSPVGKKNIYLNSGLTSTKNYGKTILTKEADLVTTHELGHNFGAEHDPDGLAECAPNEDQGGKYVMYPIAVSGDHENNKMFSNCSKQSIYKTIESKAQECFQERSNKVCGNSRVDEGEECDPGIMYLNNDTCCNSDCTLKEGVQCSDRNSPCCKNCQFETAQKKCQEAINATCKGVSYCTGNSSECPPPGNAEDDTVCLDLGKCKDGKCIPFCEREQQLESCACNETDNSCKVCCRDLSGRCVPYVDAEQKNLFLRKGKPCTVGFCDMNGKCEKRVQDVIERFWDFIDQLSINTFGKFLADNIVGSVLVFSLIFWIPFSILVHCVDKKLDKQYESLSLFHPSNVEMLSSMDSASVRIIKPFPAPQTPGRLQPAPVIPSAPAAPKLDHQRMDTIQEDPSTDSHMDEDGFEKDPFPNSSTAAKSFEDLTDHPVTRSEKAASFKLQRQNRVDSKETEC
SMARCA2 activ: SMARCA2 function activation, primary screen. activation, % at 9.1 µM. 370,000 tested, 1% active. MG213 cells, MMTV-luciferase reporter, dexamethasone, overnight; in the data active = activation above about 7.8%;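 note: 0% = vehicle wells and 100% = reference activator wells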
Numbers without * were called inactive; · = no result given.

SMILES	NR1D1 modulator	DAX1 inh-1	MBD2 DNA inh	hgDAF12 agonist	PLC-gamma1 inh	hcDAF12 agonist	ssDAF-12 act	PLC-beta3 inh	DAX1 inh-2	ADAM17 inh	SMARCA2 activ
O=C(Cn1nc(Cc2cccnc2)c2ccccc2c1=O)Nc1ccc2c(c1)OCO2	6	0.0	7	-1.9	5	-1.9	-0.5	0	-0.7	-2	-4
O=c1c2ccccc2nc(SCc2ccccc2Cl)n1Cc1ccccc1	7	0.4	-4	1.0	2	0.2	-0.7	1	-0.1	-1	0
COc1ccc(S(=O)(=O)Nc2ccccc2-c2nc3ccccc3[nH]c2=O)cc1	5	-1.0	1	0.8	-2	-1.9	-1.1	-13	-0.1	-20	-2
COc1cc(/C=C(\NC(=O)c2ccccc2)C(=O)NC(C(=O)O)c2ccccc2)cc(OC)c1OC (stereo not drawn)	6	1.2	-2	4.1	-1	0.2	-1.6	-1	-0.4	-1	2
CC1CN(C(=O)CCC(=O)N2CCN(c3cccc(C(F)(F)F)c3)CC2)c2ccccc2O1 (stereo not drawn)	-1	-0.9	-2	-3.0	3	-3.7	-1.9	3	-5.1	5	-3
Cn1c(=O)oc2cc(S(=O)(=O)N3CCCC(C(=O)NCC4COc5ccccc5O4)C3)ccc21 (stereo not drawn)	-1	0.2	3	-3.5	4	-3.5	-1.5	-1	-1.7	3	-3
COc1ccc(S(=O)(=O)N2CCCOC2CNC(=O)C(=O)NCCCn2ccnc2)cc1 (stereo not drawn)	4	0.8	0	1.2	3	-1.6	-1.4	2	-0.2	1	0
CC(C)(C)Nc1scc(-c2ccccc2)[n+]1-c1ccccc1	3	-0.8	18*	-4.0	9.7*	0.1	-1.5	-8	0.0	-18	-4
O=C(NCCc1ccc(Cl)cc1)C1CCN(C(=O)c2sccc2-n2cccc2)CC1	-3	-1.1	-8	-3.4	-1	-2.0	-1.3	0	0.3	-5	-5
CCOC(=O)N1CCN(C(=O)C2CC(=O)N(c3ccc(C)cc3)C2)CC1 (stereo not drawn)	0	0.7	-2	-1.0	3	1.4	-0.7	-3	0.2	-2	-1
CCc1nc2ccc(C(=O)N(CC)CCN(C)C)cn2c1N(CC)C(=O)NCCc1ccccc1	1	·	-1	2.4	2	0.4	-1.0	-1	0.0	-4	-2
COc1ccccc1N(CC(=O)Nc1cc(C)on1)S(=O)(=O)c1cccc(C(F)(F)F)c1	-13	-0.4	0	0.2	2	-1.1	-0.9	-5	0.1	-1	-3
O=C(Nc1ccccc1C(=O)N1CCN(CCO)CC1)c1cccc([N+](=O)[O-])c1	-5	-0.7	0	-1.3	-1	0.5	-0.7	-8	-1.9	-3	-3
N#C/C(=C\c1cn(Cc2ccc(C#N)cc2)c2ccccc12)C(=O)NCc1cccs1	13	0.7	5	3.6	3	-0.7	-0.7	0	-0.1	0	-4
CN(C)CCCNC(=O)c1cc(C(=O)Cc2ccccc2)c[nH]1	0	-0.6	0	1.8	0	0.5	-1.5	3	0.0	1	2
C/C(=C(/NC(=O)c1ccccc1)C(=O)O)c1ccco1	1	-0.9	-2	-2.2	-5	-0.9	-1.2	-4	-0.6	3	-2
CC(=O)Nc1nc(-c2cccs2)cs1	-1	-0.1	-1	5.2	-30	0.5	-1.1	-37	0.4	-9	-1
CCOc1c(N2CC(C)OC(C)C2)c(=O)c1=O (stereo not drawn)	2	1.2	2	-0.8	0	-1.0	-0.9	-9	0.1	-4	-2
COc1cc(/C=C/C(=O)c2ccc(NS(=O)(=O)c3ccc(C)cc3)cc2)cc(OC)c1O	3	-2.6	4	-4.3	-15	-3.4	-2.6	-20	-2.5	1	-5
CCOC(=O)C1(C)CCN1C(=O)c1cc(F)ccc1C (stereo not drawn)	3	·	2	2.3	2	0.8	-1.3	0	-1.2	-3	-2
COc1ccc(NC(=O)CSc2nc(-c3ccncc3)nn2CC(=O)N2CCCC2)cc1	-6	-0.2	8	0.4	-4	-1.2	-1.2	-1	0.4	-9	2
CCCCOc1ccc(-c2nnc(-c3ccco3)o2)cc1	-8	0.7	-3	11*	-9	3.6	0.4	-16	4.1*	-22	4
CCN(CC)S(=O)(=O)c1cccc(-c2nc3n(n2)Cc2ccccc2-3)c1	-2	-0.5	-2	2.7	-1	0.1	-1.9	3	0.6	-2	3
COc1ccc(OCC(O)CN2CCCCCC2)cc1 (stereo not drawn)	-4	0.7	1	0.3	1	-1.5	-0.4	2	0.0	-5	-3
COc1ccc(Br)cc1CN1CCN(C(=O)c2cccc(OC)c2OC)CC1	·	-0.2	-9	-2.4	3	-1.2	-0.4	2	0.4	4	0
C[C@H](CO)N1C[C@H](C)[C@H](CN(C)C(=O)c2ccncc2)OCc2cnnn2CCCC1=O	-5	0.0	2	4.6	0	1.1	-0.6	5	0.8	-1	1
CCOC(=O)C(=O)N=Nc1c(O)[nH]c2ccccc12	-2	0.4	-4	2.2	6	2.2	-0.5	7	-0.2	-1	-1
Cc1ccccc1NC(=O)Cc1nc(CSc2nnc(C3CCCCC3)n2N)cs1	0	-0.9	0	0.5	2	0.2	-1.8	5	0.4	2	3
CCCC(=O)N(C1CC(C)C(C#N)(C#N)C1(C#N)C#N)N(C)C (stereo not drawn)	-2	-1.1	4	0.4	0	0.3	-0.9	-5	-0.7	-4	3
O=C1COc2ccc(C(=O)COC(=O)c3cccnc3Cl)cc2N1	3	0.8	-2	-2.2	2	-0.2	-0.8	-5	-1.1	-3	1

Another view of some results above.
Values run as follows: NR1D1 modulator | DAX1 inh-1 | MBD2 DNA inh | hgDAF12 agonist | PLC-gamma1 inh | hcDAF12 agonist | ssDAF-12 act | PLC-beta3 inh | DAX1 inh-2 | ADAM17 inh | SMARCA2 activ
CCCCOc1ccc(-c2nnc(-c3ccco3)o2)cc1
    -8 | 0.7 | -3 | 11* | -9 | 3.6 | 0.4 | -16 | 4.1* | -22 | 4
CCN(CC)S(=O)(=O)c1cccc(-c2nc3n(n2)Cc2ccccc2-3)c1
    -2 | -0.5 | -2 | 2.7 | -1 | 0.1 | -1.9 | 3 | 0.6 | -2 | 3

Going on with the list.
SMILES	NR1D1 modulator	DAX1 inh-1	MBD2 DNA inh	hgDAF12 agonist	PLC-gamma1 inh	hcDAF12 agonist	ssDAF-12 act	PLC-beta3 inh	DAX1 inh-2	ADAM17 inh	SMARCA2 activ
C=CCN1[C@H](CC(C)C)COc2cc(N3CCSCC3)ccc2S1(=O)=O	-2	·	3	-0.7	-3	0.9	-1.5	-2	-0.7	-6	-2
Cc1nc2c(c(=O)c3ccccc3n2C)c(=O)n1C1CCCC1	-3	·	1	-1.1	-1	-0.6	-1.0	-11	0.1	-2	0
CCN(CC)CCC(C)OC(=O)c1ccc(O)cc1O (stereo not drawn)	-3	-0.1	-1	-1.0	0	-0.8	-2.0	-111	1.4	-3	2
CCC(O)(c1ccc(NC(=O)OC(C)(C)C)cc1)c1cc(OC)cc(OC)c1 (stereo not drawn)	4	·	4	-4.5	1	-2.1	-0.9	1	-0.6	4	-4
CCCN(CCC)CCCNS(=O)(=O)c1cc(Br)cc2c1N(C(C)=O)CC2	-5	1.0	0	-1.6	3	-1.4	-0.6	7	-0.5	-1	2
COc1ccccc1NCCC(=O)OCC(=O)Nc1ccccc1Cl	2	0.8	4	3.5	-4	0.5	-0.8	-5	0.6	-1	0
CC[C@H](C)[C@H](NS(=O)(=O)c1ccc(C)cc1)C(=O)N1CCC(C(=O)N[C@@H](C)C(=O)O)CC1	2	-0.2	1	-0.8	-3	0.6	-1.2	-1	0.3	0	-2
COc1ccc(S(=O)(=O)N2CCN(CC(=O)NC(Cc3ccccc3)C(C)=O)CC2)cc1 (stereo not drawn)	5	0.1	1	1.4	1	-0.5	-0.1	-4	-0.4	-2	-2
Cc1ccc(-n2c(=O)[nH]cc(C(=O)Nc3ccc4c(c3)OCO4)c2=O)cc1C	4	0.1	-6	-1.4	2	0.9	-1.7	3	-0.2	4	0
CCCC(=O)Nc1ccc(N2CCN(S(C)(=O)=O)CC2)cc1	-4	1.7	1	1.1	-3	1.0	-1.2	0	0.4	-3	8.4*
O=C(O)c1ccccc1C(=O)NCC(O)c1ccccc1 (stereo not drawn)	-4	0.0	-3	2.2	3	0.8	-1.0	-3	0.3	-1	-2
CCC(=O)N/C=C/n1cnc2cc(C(F)(F)F)ccc21	-1	0.4	2	-0.4	0	-2.6	-1.5	-1	0.0	-1	-4
COc1ccc(NC2=C(NCCO)C(=O)c3ccccc3C2=O)cc1	-5	0.9	-4	3.9	-4	2.4	-1.2	-9	-0.9	-10	-1
COc1ccc(C(=O)NC(=S)N2CCOCC2)cc1[N+](=O)[O-]	-8	0.6	-5	5.0	4	1.0	-0.9	-2	1.7	-4	0
COc1cccc(Nc2nc(N)c([N+](=O)[O-])c(NCc3ccccc3)n2)c1	4	-1.0	9	-2.1	1	-3.7	-1.6	-6	-1.2	5	-5
COc1cc(C2N3CC4(C)CN2CC(C)(C3)C4)ccc1O (stereo not drawn)	-5	-0.6	-5	1.6	5	-0.1	-1.1	5	-0.6	-1	3
CN(C)S(=O)(=O)N1CCN(C(=O)N2CCCCCC2)CC1	8	0.6	0	-0.9	3	0.6	-1.4	3	-0.3	-2	-3
CCOC(=O)C(=Cc1cc(=O)c(OC)co1)C(=O)OCC	1	0.1	-4	-1.1	0	0.0	-1.4	-1	0.2	1	6
O=S(=O)(c1ccc(-c2ccccc2)cc1)N1CCCC1	2	-1.7	-7	-1.2	3	0.7	-2.4	-6	-0.6	3	4
c1ccc2c(CCc3ccncc3)cccc2c1	19	0.5	1	2.7	-1	-3.0	-1.0	-4	-1.1	-6	-3
CCC1(C)Cc2c(sc3c2c2ncnn2c2nnc(SCC(=O)NCc4ccco4)n32)CO1 (stereo not drawn)	-5	0.5	1	0.7	0	-1.1	-0.7	2	-0.5	-1	2
O=C(Nc1ncc2c(n1)-c1ccccc1CC2)c1ccc(F)cc1	3	-1.4	-1	-1.9	-3	-1.8	-1.6	-3	-1.1	-8	-1
NC(=O)C1CCCN(C(=O)c2ccc3oc(Cc4ccc(Cl)cc4)nc3c2)C1 (stereo not drawn)	2	-1.2	0	-0.6	3	-0.9	-0.8	-2	-0.2	-3	1
CSc1nc(N2CCN(c3ccccc3Cl)CC2)c2ccccc2n1	4	-0.5	1	0.7	-15	-1.9	-2.0	-23	-1.6	-5	0
CCOC(=O)c1nnn(CC(=O)Nc2cc(Cl)ccc2C)c1C(=O)OCC	4	-0.6	-1	-1.2	-2	0.1	-0.5	-4	0.9	-4	0
CNS(=O)(=O)c1cccc(C(=O)OCCCC(=O)c2ccccc2)c1	-3	-1.4	-3	-3.6	3	-3.3	-1.7	2	-2.7	0	-2
O=C(c1ccc2nc[nH]c2c1)N1CCN(S(=O)(=O)c2cccc(F)c2)CC1	-1	-0.2	-5	4.0	4	-0.3	-1.1	-4	0.2	0	3
CCN(CC)C(=O)CSc1nnc(COc2ccc(OC)cc2)n1N	0	1.0	4	2.2	1	1.8	-0.9	-2	1.1	-7	-2
Cc1cccc(NC(=O)Cc2ccc(Br)cc2)n1	3	1.1	6	3.0	4	1.3	-0.6	-2	0.8	-4	2
O=S(=O)(Cc1ccccc1)N1CCn2c(nc3ccccc32)C1	2	0.1	2	-0.6	2	-0.3	-1.1	-213	0.1	-5	-1

Bioassay records (PubChem BioAssay)
